K1F lysis inhibition: inhibition of K1F phage lysis, E. coli UTI89, bacterial capsule biogenesis inhibitors, alamar blue (AID 488966). E. coli UTI89 K1F phage lysis, alamar blue, 2 h; higher % means a stronger effect. one-dose inhibition, % at 100 µM; IC50 in µM for titrated hits. 340,000 tested, 0.02% active;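 active means phage lysis inhibition, versus mean bacterial control, above a set limit; inconclusive means no clear call, values can overlap the other calls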;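 further: capsule biogenesis inhibitors block K1F phage lysis so surviving cells raise fluorescence; higher fluorescence means more inhibition of phage lysis; actives were called in the ten point dose series up to 300 µM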
HIV fusion peptide: inhibitors of HIV fusion peptide binding, primary screen, biochemical, uHTS, fluorescence dequenching (AID 1986); cell-free peptide binding, fluorescence dequenching, 30 min; higher % means a stronger effect; 290,000 tested, 0.3% active; inhibition, % at 20 µM; hits with a dose series show IC50 in µM; in the data active means inhibition mostly above about 52%, no sharp cut-off; inactive means mostly below about 76%; further: some results filed as inactive read as strong as hits
AID2073: inhibitors of Mint1-CaV2.2 protein interaction, biochemical, HTRF (AID 2073); HTRF protein-protein interaction, Mint1-CaV2.2; higher % means a stronger effect; inhibition, % at 20 µM, or IC50 in µM where a hit was titrated; 290,000 tested, 0.19% active; in the data active means inhibition mostly above about 51%, no sharp cut-off; inconclusive means no clear call, values can overlap the other calls; inactive means mostly below about 53%; further: some results filed as inactive read as strong as hits
NTR1 agonist: agonists of NTR1, primary screen, imaging, U2OS cells, beta-arrestin-GFP, high content (AID 493036); Neurotensin receptor type 1 (Homo sapiens), P30989; NTR1-U2OS beta-arrestin-GFP spot imaging, agonist mode; activation, % at 20 µM; 330,000 tested, 0.17% active;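 active means activation at or above 40% of the spot to cytoplasm intensity ratio, with at least 20 cells analyzed; inconclusive means wells under 20 cells, flagged as cytotoxic or low count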;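 further: 0% = DMSO without peptide and 100% = 100 nM NTR1 peptide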
Target sequence (P30989 whole entry, looked up): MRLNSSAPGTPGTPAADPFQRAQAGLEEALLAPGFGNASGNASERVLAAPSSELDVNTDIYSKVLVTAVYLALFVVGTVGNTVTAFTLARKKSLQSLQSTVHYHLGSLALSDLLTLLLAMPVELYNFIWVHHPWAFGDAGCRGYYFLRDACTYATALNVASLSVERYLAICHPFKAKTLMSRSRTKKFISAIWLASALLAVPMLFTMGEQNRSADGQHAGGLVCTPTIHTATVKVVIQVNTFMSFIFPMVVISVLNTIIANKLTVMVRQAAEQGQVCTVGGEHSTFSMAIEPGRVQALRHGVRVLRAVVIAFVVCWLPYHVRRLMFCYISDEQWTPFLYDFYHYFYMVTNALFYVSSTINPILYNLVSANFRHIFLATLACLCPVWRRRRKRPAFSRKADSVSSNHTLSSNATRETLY
GPR55 beta-arrestin: GPR55 agonists via beta-arrestin recruitment, primary screen, imaging, U2OS cells, beta-arrestin-GFP redistribution (AID 1961). activation, % at 10 µM; hits with a dose series show EC50 in µM. 290,000 tested, 0.048% active. U2OS GPR55 beta-arrestin-GFP redistribution imaging; higher % means a stronger effect. G-protein coupled receptor 55 (Homo sapiens);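 active means activation above 40% with more than 50 cells counted in the well; inconclusive means wells holding fewer than 50 cells, flagged as toxic or sparse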;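 further: U2OS osteosarcoma cells stably expressing GPR55 and beta-arrestin-GFP; plate controls were DMSO negative control for no effect and LPI positive control for full effect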
GPR55 antagonists: GPR55 antagonists blocking LPI-driven arrestin recruitment, primary screen, imaging, U2OS, beta-arrestin-GFP, LPI agonist (AID 2013) | 290,000 tested, 0.13% active | inhibition, % at 10 µM; hits with a dose series show IC50 in µM | G-protein coupled receptor 55 (Homo sapiens) | U2OS GPR55 beta-arrestin-GFP translocation imaging, LPI antagonism; higher % means a stronger effect;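 active means spots per cell inhibited over 60%, with over 100 cells counted and total cytoplasm intensity under 500,000; inconclusive means wells with under 100 cells, flagged as likely toxic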;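 further: U2OS cells stably carrying GPR55 and arrestin-GFP stimulated by 5 µM LPI near EC80; imaged beta-arrestin-GFP aggregate spots per cell after agonist stimulation; plate controls were LPI-stimulated DMSO wells for no effect and DMSO wells without LPI for full effect; some results filed as inactive read as strong as hits; confirmed hits need IC50 under 10 µM and bright autofluorescent wells are also inconclusive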
NS5 inhibitors: Dengue-2 NS5 methyltransferase inhibitors, primary screen, biochemical, confirmation dose response (AID 588689) | 340,000 tested, 0.3% active | inhibition, % at 25 µM, or IC50 in µM where a hit was titrated | Genome polyprotein (Dengue virus type 2 (strain 16681-PDK53)) | Dengue-2 NS5 methyltransferase capping enzyme assay, biochemical; higher % means a stronger effect; in the data active means a potency from the dose series; inconclusive means inhibition above about 29% without an active follow-up result
Siah-1 displacement: Siah-1 peptide-binding antagonists, primary screen, biochemical, fluorescence polarization, rhodamine-plectin, uHTS (AID 1817). E3 ubiquitin-protein ligase SIAH1 (Homo sapiens). 290,000 tested, 0.02% active. displacement, % at 20 µM; hits with a dose series show IC50 in µM. Siah-1 / rhodamine-plectin peptide fluorescence polarization; higher % means a stronger effect;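 active means displacement of at least 50% at 20 µM, with a fluorescence ratio check between 0.3 and a set limit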;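 further: plate controls were Siah plus tracer with DMSO for no effect and tracer alone without Siah for full effect; strong numbers were not always called active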
GPR35 arrestin U2OS: GPR35 antagonists blocking zaprinast-driven arrestin recruitment, primary screen, imaging, U2OS, beta-arrestin-GFP, zaprinast agonist (AID 2058); U2OS GPR35 beta-arrestin-GFP translocation imaging, zaprinast antagonism; higher % means a stronger effect; G-protein coupled receptor 35 (Homo sapiens); one-dose inhibition, % at 10 µM; IC50 in µM for titrated hits; 290,000 tested, 0.052% active;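 active means inhibition of at least 50% with at least 30 cells and total cytoplasm GFP at most 10,000,000; inconclusive means under 30 cells or total GFP of 10,000,000 plus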
NTR1 agonist cell count 20 µM: second read-out of NTR1 agonist, no call of its own (marks repeat the call); cell count; measured here: cell count, cytotoxicity flag
NS5 inhibitors pilot replicate: second read-out of NS5 inhibitors, no call of its own (marks repeat the call); inhibition, %; measured here: pilot screen replicate inhibition
* hit, by the source's call; ? = inconclusive; nt = not tested or not shown; [ ] = remark or other dose.

SMILES	K1F lysis inhibition	HIV fusion peptide	AID2073	NTR1 agonist	NTR1 agonist cell count 20 µM	GPR55 beta-arrestin	GPR55 antagonists	NS5 inhibitors	Siah-1 displacement	GPR35 arrestin U2OS	others
Oc1ccc(-c2csc(Nc3cccc4ccccc34)n2)cc1O	1.0%	20%	-13%	1.9	60	-0.2%	5%	>100µM*	19%	-2%
CN(CCc1ccccn1)C(=O)CCC1CCCN(C(=O)CN2CCCCCC2)C1 (configuration not stated)	0.0%	4.8%	8%	-0.1	57	0.4%	7%	-9%	-6%	-4%
NC(=O)C1=CN(Cc2ccc(Cl)cc2)CCC1C(F)(F)F (configuration not stated)	-1.4%	-0.7%	-10%	1.3	63	-0.2%	-2%	-1%	12%	-3%
COc1cccc(NC(=O)c2cc([N+](=O)[O-])ccc2NC(=O)CNCC2CCCO2)c1 (configuration not stated)	-0.2%	0.6%	-6%	-0.5	82	-0.3%	-1%	0%	-3%	-2%
CS(=O)(=O)Nc1ccc(C(=O)N2CCCCC2)cc1	-3.5%	0.0%	6%	-0.5	62	0.6%	10%	-10%	11%	6%
Cc1ccc(NC(=O)c2ccc(S(=O)(=O)N3CCC(C)CC3)cc2)cc1	0.2%	-1.1%	-22%	1.3	72	0.0%	-6%	-8%	-8%	7%	NS5 inhibitors pilot replicate=-5.2
CCSc1nnc(NC(=O)C2C3CCC(C3)C2C(=O)O)s1 (configuration not stated)	-0.8%	-1.3%	-1%	-0.9	28	-0.1%	2%	-3%	3%	-12%
Cn1c(CSCc2ccccc2)nnc1SCC(=O)Nc1nccs1	0.3%	0.3%	-5%	0.2	88	-0.2%	2%	0%	12%	-6%	NS5 inhibitors pilot replicate=3.0
Cc1ccc2c(c1)N(Cc1cccc(F)c1)C(=O)C(C)O2 (configuration not stated)	-1.6%	0.2%	9%	0.1	51	-0.1%	9%	-11%	6%	0%
Cc1cccc(OCCn2c(-c3ccco3)nc3ccccc32)c1	-0.2%	2.1%	5%	4.1	73	-0.1%	44%	-19%	2%	2%
COc1cccc(C(=O)OCCN2C(=O)c3ccccc3C2=O)c1OC	0.0%	1.4%	-8%	-1.0	72	-0.2%	0%	2%	0%	5%
CC(C)(C)OC(=O)n1cc(/C=N/NC(=O)c2ccco2)c2ccccc21	0.0%	1.0%	7%	3.1	64	-0.1%	8%	1%	1%	-4%
O=C1N/C(=N\N=C\c2cccs2)SC1Cc1ccc(Cl)cc1 (configuration not stated)	0.3%	2.0%	9%	3.7	64	-0.1%	8%	1%	0%	-8%
Cc1ccccc1NC(=O)CSc1nc2c(c(=O)n(C)c(=O)n2C)n1C	0.1%	-1.0%	1%	-0.1	44	-0.1%	4%	-2%	8%	10%
CCC(=O)Nc1cc(C(=O)O)ccc1Sc1ccc(Cl)cc1	0.0%	4.5%	-3%	0.5	52	-1.0%	15%	-6%	-4%	-12%

In the list so far, these have a COOH group:
SMILES	K1F lysis inhibition	HIV fusion peptide	AID2073	NTR1 agonist	NTR1 agonist cell count 20 µM	GPR55 beta-arrestin	GPR55 antagonists	NS5 inhibitors	Siah-1 displacement	GPR35 arrestin U2OS	others
CCSc1nnc(NC(=O)C2C3CCC(C3)C2C(=O)O)s1 (configuration not stated)	-0.8%	-1.3%	-1%	-0.9	28	-0.1%	2%	-3%	3%	-12%
CCC(=O)Nc1cc(C(=O)O)ccc1Sc1ccc(Cl)cc1	0.0%	4.5%	-3%	0.5	52	-1.0%	15%	-6%	-4%	-12%

Next compounds.
SMILES	K1F lysis inhibition	HIV fusion peptide	AID2073	NTR1 agonist	NTR1 agonist cell count 20 µM	GPR55 beta-arrestin	GPR55 antagonists	NS5 inhibitors	Siah-1 displacement	GPR35 arrestin U2OS	others
Cc1ccc(C(C)C)c(Oc2cnccn2)c1	0.0%	1.2%	0%	-1.0	98	-0.1%	13%	4%	1%	5%
COc1cccc(CNC(=O)C2CCC(CNS(=O)(=O)c3cccc4cccnc34)CC2)c1 (configuration not stated)	0.2%	-0.3%	4%	0.0	55	-0.1%	0%	9%	-7%	-14%
COC(=O)c1ccc(NC(=O)c2cccc(C)c2[N+](=O)[O-])cc1	0.3%	-1.0%	-1%	2.2	81	0.0%	6%	-4%	-2%	0%
COC(=O)c1[nH]c2cccc(OC)c2c1NC(=O)CCN1CCC(C(N)=O)CC1	nt	0.5%	18%	1.5	42	-0.1%	3%	nt	-5%	15%
COc1ccc(-n2ncc3c(=O)n(CC(=O)Nc4ccc5c(c4)OCCO5)cnc32)cc1	0.2%	-0.8%	9%	7.6	36	0.5%	1%	0%	-4%	-1%
COc1ccc(-n2nnnc2SCc2nc3ccccc3s2)cc1	1.2%	0.9%	4%	-0.6	36	-0.1%	9%	-10%	-1%	12%
CN(CCNC(=O)C1CCN(c2ncnc3c2nc2n3CCCCC2)CC1)Cc1ccccc1	-2.9%	2.1%	-10%	1.9	68	0.6%	3%	-14%	2%	6%
Cc1nn(-c2ccccc2)c(N)c1N=Nc1ccccc1	3.7%	-0.9%	-8%	nt	nt	-0.2%	-6%	0%	-1%	5%
COc1ccccc1CN(Cc1nc2ccccc2c(=O)[nH]1)C(=O)Nc1cccc(C)c1	0.2%	-0.6%	-3%	0.5	35	0.0%	-6%	-4%	-2%	1%
COc1cc(/C(C#N)=C/c2cccc3ccccc23)c([N+](=O)[O-])cc1OC	0.4%	2.6%	9%	0.6	46	-0.2%	1%	-1%	4%	-2%
Cc1ncc(S(=O)(=O)c2ccccc2)c(-c2ccccc2)n1	1.1%	0.5%	6%	0.0	35	-0.1%	8%	-7%	-1%	6%
Cc1cccc(-n2ncc3c2CCCC3NC(=O)C2=CC(=O)CC(C)(C)O2)c1C (configuration not stated)	1.5%[50 µM]	1.9%	2%	-0.3	58	-0.1%	1%	1%	1%	6%
CCSc1nnc(N2C(=O)CC(c3ccsc3)C3=C2CC(C)(C)CC3=O)s1 (configuration not stated)	5.6%	-2.0%	9%	3.1	42	0.7%	5%	-1%	-5%	6%
CCC1Sc2ccccc2N(CC(=O)NC2CC2)C1=O (configuration not stated)	0.0%	10%	0%	0.6	57	-0.3%	32%	-6%	0%	-11%
COc1ccc(S(=O)(=O)NC2CCCC2)cc1NC(C)=O	0.2%	-0.6%	10%	0.2	52	-0.1%	20%	-10%	2%	17%
COc1ccc(OC)c(NC(=O)c2cc3ccccc3o2)c1	3.3%	-1.5%	11%	0.6	54	-0.2%	11%	-1%	-4%	1%
CN(Cc1ccccc1)C(=O)c1cccc(N2C(=O)NC3CC2(C)Oc2ccccc23)c1 (configuration not stated)	0.3%	3.7%	-3%	-1.2	89	0.4%	12%	-5%	0%	18%
Cc1[nH]n(-c2ccccc2)c(=O)c1N=Nc1ccc(Cl)cc1	0.1%	-1.9%	10%	0.5	52	-0.2%	4%	9%	-6%	4%
CCc1ccc(-c2cc(-c3n[nH]c(=S)n3CC)c3ccccc3n2)cc1	nt	3.7%	-11%	nt	nt	0.4%	2%	nt	8%	14%
Cn1c(CC(=O)Nc2ccccc2F)nnc1SCC(=O)NC1=NCCS1	0.5%	0.2%	8%	36	49	0.2%	4%	-2%	3%	14%
COC(=O)c1[nH]c2ccc(Cl)cc2c1NC(=O)CCN1CCN(C2CCCCC2)CC1	-0.6%	-1.0%	6%	-0.7	76	-0.3%	6%	-2%	7%	-9%
COc1ccccc1/C=C/CN1CCN(Cc2ccc(F)cc2)C(CCO)C1 (configuration not stated)	0.1%	-0.8%	1%	1.3	53	-0.2%	7%	-5%	0%	9%
O=C(Nc1ccccc1)OCCCc1ccccc1	1.3%	-1.8%	0%	1.5	58	-0.3%	14%	-8%	3%	14%
Cc1occc1-c1nnc(SCC(N)=O)n1Cc1ccccc1	2.5%	-1.6%	-21%	0.6	78	-0.1%	15%	-8%	-1%	8%
C/C(=N\NC(=O)Cc1cc(=O)[nH][nH]1)c1cccc([N+](=O)[O-])c1	-0.1%	7.7%	36%	-1.0	86	?	-3%	4%	-8%	20%
CCOc1ccc(S(=O)(=O)N/N=C(\C)Cc2ccc(OC)cc2)cc1	0.3%	-0.6%	-7%	-1.6	58	-0.4%	14%	-5%	0%	-8%
CCNS(=O)(=O)c1cc(Br)ccc1OC	0.6%	-0.1%	20%	-1.9	64	-0.1%	4%	4%	0%	6%
O=C(CSc1n[nH]c(-c2ccccc2)n1)Nc1ncc(Br)cc1Br	0.2%	3.4%	-8%	-0.9	45	0.4%	20%	8%	-4%	-4%
Cc1noc(C)c1COc1ccc2ccc(=O)oc2c1	1.0%	-1.5%	4%	-1.2	59	-0.7%	20%	-2%	3%	-3%

Gathered by group, the entries above with two or more sulfur atoms.
SMILES	K1F lysis inhibition	HIV fusion peptide	AID2073	NTR1 agonist	NTR1 agonist cell count 20 µM	GPR55 beta-arrestin	GPR55 antagonists	NS5 inhibitors	Siah-1 displacement	GPR35 arrestin U2OS	others
CCSc1nnc(NC(=O)C2C3CCC(C3)C2C(=O)O)s1 (configuration not stated)	-0.8%	-1.3%	-1%	-0.9	28	-0.1%	2%	-3%	3%	-12%
Cn1c(CSCc2ccccc2)nnc1SCC(=O)Nc1nccs1	0.3%	0.3%	-5%	0.2	88	-0.2%	2%	0%	12%	-6%	NS5 inhibitors pilot replicate=3.0
O=C1N/C(=N\N=C\c2cccs2)SC1Cc1ccc(Cl)cc1 (configuration not stated)	0.3%	2.0%	9%	3.7	64	-0.1%	8%	1%	0%	-8%
COc1ccc(-n2nnnc2SCc2nc3ccccc3s2)cc1	1.2%	0.9%	4%	-0.6	36	-0.1%	9%	-10%	-1%	12%
CCSc1nnc(N2C(=O)CC(c3ccsc3)C3=C2CC(C)(C)CC3=O)s1 (configuration not stated)	5.6%	-2.0%	9%	3.1	42	0.7%	5%	-1%	-5%	6%
Cn1c(CC(=O)Nc2ccccc2F)nnc1SCC(=O)NC1=NCCS1	0.5%	0.2%	8%	36	49	0.2%	4%	-2%	3%	14%

From PubChem
